sEH activator: increases human soluble epoxide hydrolase activity; hit rate 0.04% among 91,000; AID 717; activation, % at 2 µM; purified human sEH enzymatic activity, activator screen; in the data active = activation above about 37%; note: values of inactives mirror those of a sister screen read the other way
Target sequence (P34913 whole entry, looked up): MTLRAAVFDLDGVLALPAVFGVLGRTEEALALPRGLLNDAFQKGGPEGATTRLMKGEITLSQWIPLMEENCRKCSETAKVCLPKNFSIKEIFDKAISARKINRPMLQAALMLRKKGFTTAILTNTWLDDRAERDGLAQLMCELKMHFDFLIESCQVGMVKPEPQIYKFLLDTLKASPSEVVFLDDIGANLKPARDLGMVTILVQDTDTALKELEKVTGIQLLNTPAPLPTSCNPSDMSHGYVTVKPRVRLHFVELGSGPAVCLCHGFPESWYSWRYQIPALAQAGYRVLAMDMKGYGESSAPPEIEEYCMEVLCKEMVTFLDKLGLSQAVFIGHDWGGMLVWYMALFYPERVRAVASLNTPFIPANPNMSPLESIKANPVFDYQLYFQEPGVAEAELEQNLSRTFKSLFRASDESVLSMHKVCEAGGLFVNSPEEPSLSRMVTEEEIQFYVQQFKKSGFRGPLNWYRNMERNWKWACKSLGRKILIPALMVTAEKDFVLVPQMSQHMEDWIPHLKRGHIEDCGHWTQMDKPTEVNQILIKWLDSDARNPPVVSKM
sEH inhibitor: soluble epoxide hydrolase (human) inhibition. inhibition, % at 2 µM. hit rate 0.34% among 91,000. recombinant human sEH enzymatic activity assay. P34913; in the data active = inhibition above about 80%; note: values of inactives mirror those of a sister screen read the other way; many of its hits are not listed in these tables
CD11b adhes inh: blocks human CD11b/CD18 adhesion to fibrinogen. inhibition, % at 10 µM. K562 CD11b/CD18 adhesion to fibrinogen, ATPlite luminescence; Mn2+ added to activate the integrin. hit rate 0.54% among 93,000. P05107+P11215;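 active = primary inhibition of 50% or more at 10 µM, then 40% or more on retest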; note: some results filed as inactive read as strong as hits
Smad3 inh: inhibitors of human Smad3 transcription factor binding | hit rate 0.29% among 88,000 | TR-FRET Smad3/Dy647-FoxH1 peptide binding, europium anti-His | inhibition, % at 25 µM | P84022;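 active = compounds that reduce the energy-transfer binding signal between the protein and its labelled peptide by more than half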;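 note: 0% = Smad3 plus labelled peptide maximal FRET and 100% = peptide-only background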
Target sequence (P84022 whole entry, looked up): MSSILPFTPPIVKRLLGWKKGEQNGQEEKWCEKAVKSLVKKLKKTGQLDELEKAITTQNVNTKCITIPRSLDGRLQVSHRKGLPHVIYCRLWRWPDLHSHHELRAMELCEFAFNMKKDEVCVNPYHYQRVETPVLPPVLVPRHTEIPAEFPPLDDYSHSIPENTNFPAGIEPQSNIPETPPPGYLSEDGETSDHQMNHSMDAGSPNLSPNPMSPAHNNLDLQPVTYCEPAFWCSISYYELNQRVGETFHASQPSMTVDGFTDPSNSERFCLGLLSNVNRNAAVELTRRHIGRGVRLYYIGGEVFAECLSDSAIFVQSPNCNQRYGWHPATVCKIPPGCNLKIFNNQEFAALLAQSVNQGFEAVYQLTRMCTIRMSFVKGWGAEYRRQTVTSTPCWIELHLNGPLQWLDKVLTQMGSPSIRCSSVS
ERb coact inh: ER-beta (human) coactivator binding inhibition | Q92731 | AID 633 | hit rate 1.3% among 86,000 | TR-FRET ER-beta LBD / SRC1-Cy5 peptide binding; receptor agonist-loaded with 1 µM estradiol | inhibition, % at 25.6 µM;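 active = compounds whose percent inhibition of the receptor-coactivator binding signal exceeds about 50% in the single-dose screen, limit read from the data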;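 note: 0% = receptor plus peptide wells without compound and 100% = peptide-only wells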
Calb biofilm kill: kills Candida albicans biofilms. inhibition, % at 6 µM. hit rate 0.14% among 85,000. AID 834. C. albicans biofilm + clotrimazole, Alamar Blue;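 active = inhibition above 20%; inactive = inhibition below 20%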;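 note: preformed 24 hr biofilms exposed to compound for 48 hr; 0% = biofilm without compound and 100% = blank killed by clotrimazole plus chlorhexidine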
MT1-MMP txn act: MT1-MMP promoter transcription activation. HT1080 MT1-MMP promoter luciferase reporter, luminescence, overnight; active compounds read high. activation factor at 10 µM. hit rate 0.16% among 86,000;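 active = activation factor of at least 2 for MT1-MMP transcription at 10 µM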
ERa SRC1 pot: enhances coactivator binding to human estrogen receptor alpha; TR-FRET ERalpha-LBD/SRC-Cy5 coactivator binding, 2 h; 100 = basal binding, no effect; coactivator binding (% of control), % at 25.6 µM; hit rate 1.3% among 86,000; AID 639; in the data active = activity above about 200%;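 note: binding measured in presence of low estradiol as agonist stimulus; 0% = peptide alone without receptor and 100% = receptor with peptide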
Mac1 fbg enh: CD11b/CD18-fibrinogen binding enhancement. activation, % at 10 µM. hit rate 0.07% among 93,000. K562 CD11b/CD18 adhesion to fibrinogen, ATPlite luminescence. P05107+P11215;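 active = 10 µM primary screen giving 50% or more activity, confirmed by 40% or more on retest at that dose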; note: strong numbers were not always called active; reference of the scale not given here
An asterisk follows results filed as active; / = not tested or not shown; [ ] = remark or other dose. Some of the compounds tested (hit frequency here may not be typical).

SMILES	sEH activator	sEH inhibitor	CD11b adhes inh	Smad3 inh	ERb coact inh	Calb biofilm kill	MT1-MMP txn act	ERa SRC1 pot	Mac1 fbg enh
C=CCSc1nc2c(c(=N)n1CC=C)C1CCCC1S2 (stereo unspecified)	12	-15	3	19	-7	6	1	102	0
Cc1cccc(NC(=O)N(C)Cc2cccs2)c1	-24	24	-4	/	/	/	/	/	-1
CCOCCn1c(CN2CCN(c3ccccc3)CC2)nc2c1c(=O)n(C)c(=O)n2C	5	-2	/	6	-4	5	1.1	122	/
Cc1ccc(C)n1CCN1CCN(C(=O)c2ccco2)CC1	10	-10	8	13	-3[fluorescence artefact?]	2	1.3	94	-4
COc1cc2c(cc1NC(=O)CC1SC(N3CCCC3)=NC1=O)oc1ccccc12 (stereo unspecified)	14	-13	-5	7	28[fluorescence artefact?]	2	1.1	163[fluorescence artefact?]	-2
CCCOc1ccc(C2C(C(=O)c3ccc(C)o3)=C(O)C(=O)N2CCCn2ccnc2)cc1 (stereo unspecified)	-12	10	/	26[fluorescence artefact?]	5	1	1.2	93	/
Oc1ccc2ccccc2c1C=NCc1cn2ccsc2n1	4	-4	-7	11	15	9	1.1	92[fluorescence artefact?]	3
Cc1ccc(-c2cc(C(=O)NCc3ccco3)c3ccccc3n2)o1	11	-10	/	22	73*	7	1.3	25[fluorescence artefact?]	/
COc1ccc2[nH]c(=O)c(CN(CCO)C(=O)NCc3ccccc3)cc2c1	4	-3	-12	4	5[fluorescence artefact?]	3	1.1	99	-6
CC(C)CCNC(=O)C(c1ccco1)N(Cc1ccccc1)C(=O)c1snc(C(N)=O)c1N (stereo unspecified)	/	/	10	2	-8	5	1.3	102	-2
CCOC(=O)C1=C(C)Nc2nc(C)nn2C1c1ccc(OC)c(OC)c1 (stereo unspecified)	/	/	/	-8	-8	2	1.1	114	/
O=C(Nc1cccn2ncnc12)C(Cl)Cl	-3	4	-16	-8	20[fluorescence artefact?]	5	1	93[fluorescence artefact?]	2
COc1ccc(CCn2c(-c3ccco3)nc3nc4ccccc4nc32)cc1	10	-15	37	12	-2	-1	1.2	77[fluorescence artefact?]	20
O=C(O)C1CCN(C(=O)COc2ccc3c4c(c(=O)oc3c2)CCC4)CC1	0	1	14	6	-1	6	0.9	133[fluorescence artefact?]	-1
CCOC(=O)c1cnn(-c2ccccc2)c1N	-4	1	-22	-1	-4	1	1.2	114	-2
CCC(OC(=O)C(NC(=O)c1ccccc1)c1ccccc1)C(=O)Nc1cc(C)on1 (stereo unspecified)	-5	6	-12	2	6	2	1.1	94	-2
CC(=O)Nc1ccc(C2=NN(CC#N)C(=O)SC2)cc1	14	-12	-1	/	/	/	/	/	13
Cc1noc(C)c1S(=O)(=O)N1CCCC(C(=O)NCC2CCCO2)C1 (stereo unspecified)	12	-9	-4	-9	6	8	1.1	85	-1
COc1ccc(N(Cc2cc3cccc(C)c3[nH]c2=O)S(C)(=O)=O)cc1	2	-4	-32	-1	-3	-2	1	94	2
CCOc1ccccc1N1C(=O)CC(Sc2ncccc2C(=O)O)C1=O (stereo unspecified)	7	-4	-9	0	-2	3	1.1	103	-2
CCn1c(SCC(=O)c2ccc(O)c(O)c2)nnc1-c1ccccc1OC	15	-16	-4	10	54*	11	1.2	78[fluorescence artefact?]	-3
COc1ccccc1CNC(=O)CCS(=O)(=O)c1cccs1	/	/	-11	3	-2[fluorescence artefact?]	2	1.1	117	-1
COc1ccc2c(OC)cc(-c3ccccc3)nc2c1	4	-1	/	-5	-4	-2	1	87	/
CCc1ccccc1-n1c(SCC(=O)NC)nnc1-c1cccnc1	2	-2	75	0	8	3	1.1	98	-3
NC(=O)CSc1nc(O)cc(=O)n1-c1ccccc1	8	-11	-3	-13	21	8	1.1	100	-3
CS(=O)(=O)N(CC(=O)NCc1ccc(Cl)cc1)C1CCCCC1	-12	14	/	10	0	4	1	107	/
Cn1nc(C(=O)NCc2ccccn2)c2ccccc2c1=O	-16	14	/	4	2	0	1.2	103	/
CCC(CC)C(=O)Nc1cccc(C(=O)Nc2nccs2)c1	-7	7	-8	-4	3	6	1.1	80	-8
COC(=O)c1cc2c(=O)n3cccc(C)c3nc2n(Cc2cccnc2)c1=N	/	/	-35	3[fluorescence artefact?]	4[fluorescence artefact?]	11	1	107	-1
CCC(C)NC(=O)C(CCSC)NC(=O)c1ccccc1 (stereo unspecified)	-14	15	-34	4	8	1	1.1	111	-1
C=C(Br)Cn1c(CC(C)C)nc2ccccc21	-19	18	2	-6	2	10	0.8	93	0
Cc1cc(C)c(NC(=O)CCCC(=O)O)c(Cl)c1	-6	4	-3	9	-5	7	/	91	-10
CCOC(=O)c1c(N)n[nH]c1-c1ccccc1	10	-14	14	12	12	6	1	84	-2
O=c1oc2ccccc2c(O)c1/C=N/c1ncccn1	/	/	-12	6	7	4	0.9	94	2
O=S(=O)(Nc1ccc(Cc2ccncc2)cc1)c1cccs1	3	0	9	/	/	/	/	/	-4
COC(=O)/C=C1/N/C(=N\c2nc(C)cc(C)n2)N(c2ccc(C)c(C)c2)C1=O	7	-8	-9	/	/	/	/	/	3
COc1cc(OC)c(OC)cc1CNC1CCCCCC1	3	-5	14	6	-10	10	/	101	2
COc1cc(CN2CCCC(C)C2)cc([N+](=O)[O-])c1O (stereo unspecified)	9	-7	-10	/	/	/	/	/	0
COCCn1c(NCc2ccccc2)nc2c1c(=O)[nH]c(=O)n2C	6	-5	-1	-4	-1	7	1.1	117	-2
O=C(CN1CC(=O)Oc2ccccc21)OCC(=O)c1ccccc1	1	0	7	/	/	/	1.2	/	5
O=C1CSC(c2c(F)cccc2Cl)N1c1cccc(F)c1 (stereo unspecified)	3	0	/	2	-7	8	1.1	98	/
COc1cccc(/C=N/NC(=O)c2ccc(COc3ccc(Cl)cc3Cl)o2)c1	-60	61	23	/	/	/	/	/	34
COc1cc2c(cc1OC)CN(Cc1ccc(C)s1)CC2	-15	17	-5	5	3	7	1.1	103	0
CN(C)S(=O)(=O)c1ccc(C(=O)Nc2ccccc2OC(F)(F)C(F)F)cc1	-7	7	/	-1	0	-5	1.1	109	/
CC1=C(C#N)C(NC(=O)C2CC2)(C(F)(F)F)C(=O)N1 (stereo unspecified)	3	-1	-1	10	0	3	1.1	115	1

An excerpt of these results, in markdown.
| canonical_smiles | sEH activator | sEH inhibitor | CD11b adhes inh | Smad3 inh | ERb coact inh | Calb biofilm kill | MT1-MMP txn act | ERa SRC1 pot | Mac1 fbg enh |
| --- | --- | --- | --- | --- | --- | --- | --- | --- | --- |
| O=C(CN1CC(=O)Oc2ccccc21)OCC(=O)c1ccccc1 | 1 | 0 | 7 | / | / | / | 1.2 | / | 5 |
| COCCn1c(NCc2ccccc2)nc2c1c(=O)[nH]c(=O)n2C | 6 | -5 | -1 | -4 | -1 | 7 | 1.1 | 117 | -2 |
| COc1cccc(/C=N/NC(=O)c2ccc(COc3ccc(Cl)cc3Cl)o2)c1 | -60 | 61 | 23 | / | / | / | / | / | 34 |
| Cc1cc(C)c(NC(=O)CCCC(=O)O)c(Cl)c1 | -6 | 4 | -3 | 9 | -5 | 7 | / | 91 | -10 |
| C=C(Br)Cn1c(CC(C)C)nc2ccccc21 | -19 | 18 | 2 | -6 | 2 | 10 | 0.8 | 93 | 0 |
| CCOC(=O)c1c(N)n[nH]c1-c1ccccc1 | 10 | -14 | 14 | 12 | 12 | 6 | 1 | 84 | -2 |
| O=c1oc2ccccc2c(O)c1/C=N/c1ncccn1 | / | / | -12 | 6 | 7 | 4 | 0.9 | 94 | 2 |

Following part.
SMILES	sEH activator	sEH inhibitor	CD11b adhes inh	Smad3 inh	ERb coact inh	Calb biofilm kill	MT1-MMP txn act	ERa SRC1 pot	Mac1 fbg enh
CC(C)c1ccc(OCc2nc(-c3ccccn3)no2)c(Br)c1	-9	8	12	1	-1	4	0.9	101	-4
O=C(NCC(c1cccnc1)N1CCN(c2ccccc2F)CC1)OCc1ccccc1 (stereo unspecified)	-2	1	5	-1	-11	4	/	112	4
N#CCCN(CCC#N)c1nnc(-c2ccccc2)s1	3	-4	9	10	-6	-9	1.1	122	2
COc1cc2cc(C(N)=O)c(N)nc2cc1OC	6	-3	0	18	-4	5	0.9	115	-4
O=C(NCC(c1cccnc1)N1CCN(c2ccc(F)cc2)CC1)C1CCCCC1 (stereo unspecified)	-4	4	/	-1	0	3	1.3	105	/
CC1=N/C(=C/c2ccc([N+](=O)[O-])cc2)C(=O)N1c1ccc(Cl)cc1Cl	6	-5	14	0	-21	3	1	101	-1
C=CCn1c(SCC(=O)Nc2ccc(N(C)C)cc2)nnc1-c1cccc(C)c1	-12	9	-12	8	0	1	1.3	88[fluorescence artefact?]	-4
Cn1c(Cc2ccccc2)nnc1SCC(=O)N1CCN(c2ccccc2)CC1	-11	14	23	-1	-4	5	1.1	128	-6
CCOC(=O)C1=C(CSc2nccn2C)NC(=O)NC1c1ccc(OC)cc1 (stereo unspecified)	3	-4	3	-11	-2	-2	1.1	107	-2
CCOC(=O)C(C(=O)NCc1ccc(C)cc1)c1ncc(C(F)(F)F)cc1Cl (stereo unspecified)	12	-11	19	/	/	/	/	/	5
COC(=O)C(Cc1ccc(O)cc1)NC(=O)c1ccccc1OC (stereo unspecified)	/	/	2	-3	0[fluorescence artefact?]	2	1.2	100	-3
COC(=O)c1[nH]c2ccc(F)cc2c1NC(=O)C1=COCCO1	9	-9	-8	3	-11	1	1.2	101	2
Cc1nnc(NC(=O)CCCCCN2C(=O)C3C4C=CC(C4)C3C2=O)s1 (stereo unspecified)	/	/	-18	2	0	4	1.1	104[fluorescence artefact?]	4
CC(C)[C@H](NC(=O)NC1CCCc2ccccc21)C(=O)O (stereo partly specified)	-19	20	4	4	1	-1	1.2	106[fluorescence artefact?]	-6
CCOc1ccc(-n2cc(C(=O)N3CCC(C)CC3)c3cc(OC)c(OC)cc3c2=O)cc1	20	-19	6	14	2[fluorescence artefact?]	8	1.3	112	-1
O=C(COc1ccc(N2CC(C(=O)O)CC2=O)cc1)Nc1cccc(C(F)(F)F)c1 (stereo unspecified)	2	1	-1	9	-20[fluorescence artefact?]	5	1	102	-2
Cc1ccc(-c2csc(NC(=O)Cc3cccs3)n2)cc1C	14	-11	-15	-1	8[fluorescence artefact?]	1	1.3	113	6
O=c1c2ccccc2n(Cc2ccc(F)cc2)c(=O)n1C1CCCC1	/	/	0	3	-2	2	1.1	106	5
COc1ccc2[nH]c(=O)c(C(c3nnnn3C(C)(C)C)N(Cc3ccco3)CC3CCCO3)cc2c1 (stereo unspecified)	-1	-2	-3	6	-10	2	1	95	-1
Cc1ccc(C2CC(c3cccc(Cl)c3)n3nc(N)nc3N2)cc1 (stereo unspecified)	/	/	-12	-8	-8	5	1.2	100	2
COc1ccc(Cl)cc1N1C(=O)[C@@H]2C(c3cccc(OC)c3OC)=NO[C@@H]2C1=O	-4	2	-1	2	6	6	1.2	119	-2
FC(F)(F)c1nnc(-c2ccccc2)nc1Sc1ccc(Cl)cc1	1	-3	-6	/	/	/	/	/	0
COc1ccc(-n2c(=O)[nH]cc(C(=O)Nc3ccc4c(c3)OCCO4)c2=O)cc1	-1	1	/	1	0	4	1	101	/
COc1cc(Cl)c(C)cc1NC(=O)CSCC#N	13	-10	/	-17	27	6	1.2	106	/
c1ccc2c(c1)nc(CN1CCOCC1)n1c3ccccc3nc21	2	-1	-8	-14	9	0	1	92[fluorescence artefact?]	8
Cc1ccc(C(=O)N/N=C/c2sc(=O)n(Cc3cccc(C(=O)O)c3)c2Cl)cc1	-3	6	/	-8	-3	8	1	77[fluorescence artefact?]	/
CCCC(=O)c1cc(-c2nc3ccccc3n2C)n(C)c1	-2	5	-6	-6	-7	7	1.1	93	6
CC(O)C1CCC2C3CC[C@H]4CC(O)CCC4(C)C3CC3(OCCO3)C12C (stereo partly specified)	26	-24	-2	/	/	/	/	/	-5

From PubChem
